All columns: NCI-60 one-dose screen, growth in % after 48 h at 10 µM unless noted; 100 = growth as untreated, 0 = no growth, -100 = all killed.
PC-3 = PC-3 prostate cancer cells. actives 3.9% (n = 80,000). AID 1794754
SF-268 = SF-268 CNS cancer cells; actives 3.1% (n = 82,000)
SF-539 = SF-539 CNS cancer; actives 6.8% (n = 81,000)
786-0 = 786-0 renal cancer cells; AID 1794775; actives 5.1% (n = 81,000)
SF-295 = SF-295 CNS cancer cells; actives 5.6% (n = 79,000); AID 1794758
DU-145 = DU-145 prostate cancer. actives 4.2% (n = 81,000)
UO-31 = UO-31 renal cancer | actives 5.2% (n = 81,000)
U251 = U251 CNS tumor cells | actives 5.4% (n = 80,000)
SN12C = SN12C renal cancer cells; AID 1794767; actives 3.8% (n = 81,000)
* = called active by the depositor; · = not tested or not shown; & = joins results of further samples. Rule for the calls: active = growth percent below 10; inactive = the rest.

The first 22 entries, to show the layout:
SMILES	PC-3	SF-268	SF-539	786-0	SF-295	DU-145	UO-31	U251	SN12C
C/C(=C(/C)C1CC1CCNS(=O)(=O)c1ccc(C)cc1)C1CCCCC1 (stereo unspecified)	78	90	99	93	94	99	74	95	89
O=C(Nc1ccc(Cl)cc1)Nc1nc2ccc(OC(F)(F)F)cc2o1	45	123	104	105	70	·	88	83	92
CC(=O)Nc1nc(C(=O)N2N=C(C)/C(=C/c3ccc(Cl)cc3)C2=O)cs1	98	96	107	100	98	103	82	101	105
C[N+]1(CCCCCNC2=CC(=O)C(NCCCCC[N+]3(C)CCCCC3)=CC2=O)CCCCC1	98	102	100	103	96	118	93	·	107
COc1cc(-c2cc(/C=C/C(=O)c3ccc(Cl)c(Cl)c3)[nH]n2)cc(OC)c1OC	55	104	35	70	141	62	54	44	64
Cn1nc(N)c(C(=O)NN)c1Nc1ccccc1	100	105	97	105	106	107	86	102	93
CCCCCCCSc1nc(N)nc2nc[nH]c12	82	94	96	69	88	96	95	91	97
CCCCCCCCN(CCCCCCCC)CCCCCCCCCN1CCCc2ccccc21	86	102	98	107	102	112	89	89	107
CSc1nsc(NN)n1	84	102	101	121	106	115	58	·	85
O=[N+]([O-])c1cccc(N=Cc2ccc3c(c2)OCO3)c1	106	114	115	106	102	119	77	97	101
CC(=O)c1c(O)cc2c3c1OC(C)(C)C1CCC(C)(CC31)O2 (stereo unspecified)	89	98	90	104	90	104	78	102	100
Cc1ccc(-c2nn(-c3ccccc3)cc2C2CC(c3cc4ccccc4oc3=O)=NN2c2ccccc2)cc1 (stereo unspecified)	91	98	98	113	104	106	76	101	94
NC(=O)C(O)(C(F)(F)F)C(F)(F)F	98	102	109	106	98	99	105	102	118
NC(=S)N/N=C(/c1ccccc1)c1ccc2nc(-c3ccc(O)cc3)[nH]c2c1	60	102	97	71	94	91	83	61	101
O=c1cc(Cl)nc2ccccn12	97	112	102	108	106	110	84	107	102
COC(=O)Cc1nc2ccccc2o1	51	97	100	118	107	77	72	86	88
O=[N+]([O-])c1ccc(-c2nnc(SCc3ccc(O)c4ncccc34)o2)cc1	15	28	23	33	9.9*	30	7.1*	16	17
CCC(C(N)=O)C(N)=O	88	118	113	110	126	119	95	108	98
O=C(NNc1nc2cc(N3CCOCC3)ccc2n2cccc12)c1cnccn1	81	67	86	85	71	79	46	67	88
COc1cc(/C=C\c2cc(/C=C\c3ccc(O)c(OC)c3)n(C(=O)CNc3ccccc3OC)n2)ccc1O	64	59	42	97	85	95	46	53	75
O=C1Nc2ccc(Br)cc2/C1=N/N=C/c1ccc(F)cc1	97	101	100	104	104	103	82	102	99
Cc1cc(/C=C/c2ccc3cc(N(C)C)ccc3[n+]2C)c(C)n1-c1ccccc1	-7.9*	-1.2*	·	-16*	-34*	-39*	1.7*	-12*	-26*

All compounds of this part, repeating the preview:
SMILES	PC-3	SF-268	SF-539	786-0	SF-295	DU-145	UO-31	U251	SN12C
C/C(=C(/C)C1CC1CCNS(=O)(=O)c1ccc(C)cc1)C1CCCCC1 (stereo unspecified)	78	90	99	93	94	99	74	95	89
O=C(Nc1ccc(Cl)cc1)Nc1nc2ccc(OC(F)(F)F)cc2o1	45	123	104	105	70	·	88	83	92
CC(=O)Nc1nc(C(=O)N2N=C(C)/C(=C/c3ccc(Cl)cc3)C2=O)cs1	98	96	107	100	98	103	82	101	105
C[N+]1(CCCCCNC2=CC(=O)C(NCCCCC[N+]3(C)CCCCC3)=CC2=O)CCCCC1	98	102	100	103	96	118	93	·	107
COc1cc(-c2cc(/C=C/C(=O)c3ccc(Cl)c(Cl)c3)[nH]n2)cc(OC)c1OC	55	104	35	70	141	62	54	44	64
Cn1nc(N)c(C(=O)NN)c1Nc1ccccc1	100	105	97	105	106	107	86	102	93
CCCCCCCSc1nc(N)nc2nc[nH]c12	82	94	96	69	88	96	95	91	97
CCCCCCCCN(CCCCCCCC)CCCCCCCCCN1CCCc2ccccc21	86	102	98	107	102	112	89	89	107
CSc1nsc(NN)n1	84	102	101	121	106	115	58	·	85
O=[N+]([O-])c1cccc(N=Cc2ccc3c(c2)OCO3)c1	106	114	115	106	102	119	77	97	101
CC(=O)c1c(O)cc2c3c1OC(C)(C)C1CCC(C)(CC31)O2 (stereo unspecified)	89	98	90	104	90	104	78	102	100
Cc1ccc(-c2nn(-c3ccccc3)cc2C2CC(c3cc4ccccc4oc3=O)=NN2c2ccccc2)cc1 (stereo unspecified)	91	98	98	113	104	106	76	101	94
NC(=O)C(O)(C(F)(F)F)C(F)(F)F	98	102	109	106	98	99	105	102	118
NC(=S)N/N=C(/c1ccccc1)c1ccc2nc(-c3ccc(O)cc3)[nH]c2c1	60	102	97	71	94	91	83	61	101
O=c1cc(Cl)nc2ccccn12	97	112	102	108	106	110	84	107	102
COC(=O)Cc1nc2ccccc2o1	51	97	100	118	107	77	72	86	88
O=[N+]([O-])c1ccc(-c2nnc(SCc3ccc(O)c4ncccc34)o2)cc1	15	28	23	33	9.9*	30	7.1*	16	17
CCC(C(N)=O)C(N)=O	88	118	113	110	126	119	95	108	98
O=C(NNc1nc2cc(N3CCOCC3)ccc2n2cccc12)c1cnccn1	81	67	86	85	71	79	46	67	88
COc1cc(/C=C\c2cc(/C=C\c3ccc(O)c(OC)c3)n(C(=O)CNc3ccccc3OC)n2)ccc1O	64	59	42	97	85	95	46	53	75
O=C1Nc2ccc(Br)cc2/C1=N/N=C/c1ccc(F)cc1	97	101	100	104	104	103	82	102	99
Cc1cc(/C=C/c2ccc3cc(N(C)C)ccc3[n+]2C)c(C)n1-c1ccccc1	-7.9*	-1.2*	·	-16*	-34*	-39*	1.7*	-12*	-26*
C[n+]1ccccc1/C=C/c1ccc(Cl)cc1	69	97	98	97	101	100	30	79	122
O=C1/C(=C/c2ccc(Cl)cc2)CN(Cc2cn(CCNc3ccnc4cc(Cl)ccc34)nn2)C/C1=C\c1ccc(Cl)cc1	-87*	-78*	-97*	-89*	·	-97*	-97*	-100*	-76*
NC(=O)c1c(O)cccc1O	96	115	111	108	111	119	94	98	93
COc1cccc(-c2ccc3c(c2)C2CCN(Cc4ccccc4)C3C2)c1 (stereo unspecified)	67	87	85	77	81	96	52	·	90
CCOC(=O)c1sc2nc(-c3cccc([N+](=O)[O-])c3)nc(N3CCOCC3)c2c1C	·	94	101	100	98	105	79	101	92
N#CC(CCc1ccccc1[N+](=O)[O-])(CCc1ccccc1[N+](=O)[O-])C(N)=O	78	103	89	113	·	108	59	91	87
NCc1nnc(CCC(=O)c2nc3ccccc3[nH]2)o1	·	113	98	107	108	111	86	103	103
O=C1Nc2ccc(Cl)cc2/C1=C/c1ccc(OCc2ccc(F)cc2)cc1	94	93	96	98	99	96	86	95	94
CCCCc1ccc(Nc2nnc(SCC(=O)NC(=O)NCC)s2)cc1	91	92	96	96	110	104	84	96	97
O=C1N/C(=N\c2ncn[nH]2)S/C1=C\c1cccs1	90	88	98	103	96	100	72	79	88
Cc1ccc(OCCOCCOCCOCCOCCOc2ccc(C)n(O)c2=S)c(=S)n1O	33	13	1.5*	0.0*	17	17	-26*	12	8.4*
NS(=O)(=O)Oc1ccc2c(c1)O/C(=C\c1cccc3ccccc13)C2=O	90	99	99	90	104	105	97	88	97
O=C(c1cc(-c2ccccc2)nc2ccccc12)N1N=C(c2ccc(Cl)cc2)CC1c1cc(-c2ccccc2)nn1-c1ccccc1 (stereo unspecified)	92	89	107	88	101	101	79	94	101
Oc1ccc(-c2nnc(Nc3ccc(C(F)(F)F)cc3)o2)cc1	79	105	111	103	104	113	89	87	98
CCc1cccc(C(C)(C)C)c1NC(=S)N/C=C(/C#N)C(N)=O	89	103	113	104	104	·	85	93	101
COc1cc(OC)c(C(=O)c2nccn2C)c(OC)c1	88	94	98	94	95	106	89	97	100
C#CCC1(c2ccc(OC)cc2)NS(=O)(=O)c2ccccc21 (stereo unspecified)	77	103	101	97	93	107	89	109	109
Cc1ccccc1CNc1ncnc2[nH]ncc12	311	95	98	97	84	103	37	100	112
Cn1c(=O)ccc(=O)n1-c1ccccc1	98	108	107	98	93	105	90	97	98
OCCCc1n(Cc2ccc3ccccc3n2)c2ccccc2[n+]1Cc1ccc2ccccc2n1	82	94	87	132	109	97	87	70	71
Oc1[nH]c(=S)sc1C=Nc1ccc(F)cc1	·	102	101	99	103	110	94	96	103
O=C1c2ccccc2C(=O)c2cc(S(=O)(=O)Cl)ccc21	96	97	101	116	·	125	92	91	105
O=C(N=C(c1ccccc1)c1ccccc1)c1cccc(C(=O)N=C(c2ccccc2)c2ccccc2)c1	93	119	112	109	107	·	94	94	102
Cc1cc(-c2ccccc2)cc(SC#N)[n+]1[O-]	39	43	44	41	23	47	40	24	52
COc1ccc(C(C)=C(c2ccc(OCCN3CCCCCC3)cc2)c2ccc(OCCN3CCCCCC3)cc2)cc1	-55*	4.7*	-88*	-94*	-86*	6.1*	-79*	-78*	0.9*
C#CCNC(=O)[C@@]1(C)CC[C@]2(C)CC[C@]3(C)C(=CC[C@@H]4[C@@]5(C)Cc6c([nH]c7ccccc67)C(C)(C)[C@@H]5CC[C@]43C)[C@H]2C1	74	88	90	86	95	93	71	94	95
Fc1ccc(-c2ncnc3c2ncn3CC#CCn2cnc3c(-c4ccc(F)cc4)ncnc32)cc1	91	90	93	102	97	101	101	109	100
CCC(CC)C[N+](C)(C)C	104	102	110	110	92	109	89	100	105
NCCCCCCNc1cc(-c2cccc(OC(F)(F)F)c2)nc2ccc(N3CCCC3)cc12	-5.7*	-3.9*	-88*	-65*	-69*	-17*	-92*	-59*	-20*
N#C/C(=C\NC(=S)Nc1ccc(S(N)(=O)=O)cc1)C(=O)c1ccc2ccccc2c1	104	98	104	104	108	113	74	102	94
Nc1cc(-c2ccccc2)ccc1O	·	78	105	98	134	103	93	101	104
Cc1c(Cc2ccccc2)c(=O)oc2c(C)c(OCC(=O)n3nc(N)cc3N)ccc12	91	94	99	98	101	106	71	101	104
O=C(c1cccc(-c2ccccc2)n1)c1c[nH]c2ccccc12	71	85	91	85	96	95	53	80	82
COc1ccc(C(Cc2ccccc2)NC(C)CO)cc1 (stereo unspecified)	95	104	100	96	97	107	90	100	102
C#CC(C)(O)CCCCCC (stereo unspecified)	100	106	102	98	·	111	86	·	101
CCOC(=O)/C=C(/OCC)C(=O)OCC	89	112	124	110	100	118	74	122	95
CC(=O)Nc1cccc(-c2[nH]c3ccccc3c2/C=N/NC(N)=O)c1	88	96	100	102	102	103	74	99	96
CCN(CC)CCOc1cc(C)ccc1C(C)C	99&95	99&100	109&103	99&100	105&98	106&109	89&92	102&102	108&102

Arranged by number of heavy atoms (largest number first): 3 of the compounds above.
SMILES	PC-3	SF-268	SF-539	786-0	SF-295	DU-145	UO-31	U251	SN12C
O=C(c1cccc(-c2ccccc2)n1)c1c[nH]c2ccccc12	71	85	91	85	96	95	53	80	82
CCN(CC)CCOc1cc(C)ccc1C(C)C	99&95	99&100	109&103	99&100	105&98	106&109	89&92	102&102	108&102
Nc1cc(-c2ccccc2)ccc1O	·	78	105	98	134	103	93	101	104

Remaining list, next part:
SMILES	PC-3	SF-268	SF-539	786-0	SF-295	DU-145	UO-31	U251	SN12C
CSc1nc2nnc(N)c(=O)n2[nH]1	95	89	109	91	95	99	78	101	99
CCN(CC)CCCSCCCNc1cc(OC)cc2cccnc12	73	99	101	104	124	105	45	88	96
Cc1ccc(S(=O)(=O)c2ccc(C)c([N+](=O)[O-])c2)cc1[N+](=O)[O-]	86	96	105	88	100	111	75	97	98
Cc1ccc(/C=C(/NC(=O)c2ccccc2)C(=O)Nc2ccc(S(N)(=O)=O)cc2)o1	96	114	98	103	110	111	83	100	95
CCN(CC)CC(CC)(c1ccccc1)C1(O)CCCC1 (stereo unspecified)	100	99	111	111	104	110	83	83	109
C=C(C)C(OC(C)=O)OC(C)=O	82	107	88	102	101	114	70	98	93
O=C(O)CCc1nc2c(=O)[nH]c(SCC(=O)Nc3cccc(Cl)c3)nc2[nH]c1=O	88	104	104	104	104	112	84	108	98
CC(=O)O[C@H]1CC[C@@]2(C)[C@@H](CC[C@@H]3[C@@H]2CC(=O)[C@@]2(C)[C@H]3C[C@@H](C3CCCC3=O)[C@@H]2C(C)=O)C1 (stereo partly specified)	93	112	105	105	112	117	88	102	84
CN(C)c1ccc(C2C(C#N)=C(N)Oc3c2ccc2ccccc32)cc1 (stereo unspecified)	70	75	87	98	71	92	51	90	86
CSc1nc(N)cc(Cl)n1	76	106	100	98	111	109	93	94	99
O=C1N/C(=C\c2ccccc2)c2ncccc21	102	99	101	99	107	106	69	104	100
O=C(O)C1(Nc2ccccc2)CCCC1	96	104&103	107&106	101&110	119&129	119&114	86&82	121&106	100&102

Screening data as filed in PubChem BioAssay.
